phage Ecoli inh: E. coli growth loss with phage present. growth absorbance. inhibition, % at 11.9 µM. hit rate 0.26% among 360,000; in the data active = inhibition above about 11%
SUMO Mot1 rescue: SUMOylation pathway inhibition by Mot1-301 growth rescue; S. cerevisiae Mot1-301 growth rescue, ATP luminescence, 38.5C; percent above DMSO median, 100 means doubled; hit rate 1% among 320,000; growth rescue, % at 18.8 µM; AID 2716;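 active = every valid replicate shows activation above 250% relative to neutral control wells; inactive = the rest, any valid replicate at or below 250%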;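 also: OY570 slx delta 5 strain wells were the positive control but not used for scaling; some compounds called inactive have numbers as strong as hits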
PfHsp90 set2: growth inhibition of yeast expressing Plasmodium Hsp90; S. cerevisiae expressing PfHsp90, BacTiter-Glo ATP, 48 h; yeast lacking PDR1 and PDR3 efflux regulators; inhibition, % at 9.4 µM; hit rate 0.32% among 310,000; AID 504621;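 active = every replicate shows inhibition above about 80%, whatever the replicate mean, limit read from the data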;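 also: 0% = DMSO neutral controls and 100% = 20 µM radicicol positive controls; yeast relying on Plasmodium falciparum Hsp90 in place of its own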
Pemphigus Ab inh: inhibitors of pemphigus antibody binding to human desmoglein-3. hit rate 0.48% among 310,000. DSG3-coupled beads, scFv-anti-DSG3-GFP binding, flow cytometry; hits give low values. AID 588358. binding (percent of control), % at 10 µM. P32926;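 active = binding more than 3 SD below its plate's average and above zero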;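 also: hits lower antibody fragment binding to DSG3; some compounds called inactive have numbers as strong as hits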
Target sequence (P32926 whole entry, looked up, the tested form may be a part): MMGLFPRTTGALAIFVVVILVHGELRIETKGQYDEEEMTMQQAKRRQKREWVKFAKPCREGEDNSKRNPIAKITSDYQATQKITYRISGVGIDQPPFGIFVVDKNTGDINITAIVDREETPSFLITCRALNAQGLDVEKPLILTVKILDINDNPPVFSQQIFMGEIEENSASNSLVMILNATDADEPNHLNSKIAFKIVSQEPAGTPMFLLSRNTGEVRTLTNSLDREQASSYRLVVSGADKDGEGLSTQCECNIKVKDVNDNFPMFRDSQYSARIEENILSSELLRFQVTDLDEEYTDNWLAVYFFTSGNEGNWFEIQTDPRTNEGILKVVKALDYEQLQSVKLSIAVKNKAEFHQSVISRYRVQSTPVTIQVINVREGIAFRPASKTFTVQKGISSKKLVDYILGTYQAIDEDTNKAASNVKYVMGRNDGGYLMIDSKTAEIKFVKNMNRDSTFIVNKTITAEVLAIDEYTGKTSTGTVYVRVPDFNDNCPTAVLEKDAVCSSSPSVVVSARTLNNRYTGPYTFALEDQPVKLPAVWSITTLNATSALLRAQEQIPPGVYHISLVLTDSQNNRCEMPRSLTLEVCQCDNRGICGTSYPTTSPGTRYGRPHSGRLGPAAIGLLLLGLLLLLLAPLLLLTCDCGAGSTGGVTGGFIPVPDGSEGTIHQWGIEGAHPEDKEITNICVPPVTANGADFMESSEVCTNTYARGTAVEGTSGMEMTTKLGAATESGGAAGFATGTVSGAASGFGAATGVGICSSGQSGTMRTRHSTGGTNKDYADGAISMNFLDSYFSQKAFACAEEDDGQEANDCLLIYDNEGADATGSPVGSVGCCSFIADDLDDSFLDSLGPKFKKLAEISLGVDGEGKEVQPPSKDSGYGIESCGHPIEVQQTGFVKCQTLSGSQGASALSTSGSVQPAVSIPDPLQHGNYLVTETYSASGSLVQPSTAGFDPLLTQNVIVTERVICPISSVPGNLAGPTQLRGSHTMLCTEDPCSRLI
MOR-DOR ag: OPRM1-OPRD1 heterodimerization agonism; activation, % at 9.3 µM; cells, luminescence; P35372+P41143; hit rate 0.3% among 340,000; in the data active = activation above about 18%;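 also: 0% = vehicle-treated cells and 100% = reference agonist; values of inactives mirror those of a sister screen read the other way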
PKA-R1A act: activators of PKA-R1A complex | P00514+P68181 | PKA-R1A dissociation, Cy5-IP20 fluorescence polarization; scaled: DMSO 0%, 113 µM cGMP 100% | activation, % at 11.4 µM | hit rate 0.083% among 340,000;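 active = percent activation above the mean of all tested compounds plus 3 SD, cut at about 19% in these data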;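 also: higher means more PKAc released from R1A so a rise in polarization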
AddAB inh: less growth of phage-infected E. coli with AddAB. E. coli expressing H. pylori AddAB, absorbance growth. inhibition, % at 11.9 µM. hit rate 0.29% among 330,000. AID 435030; in the data active = inhibition above about 12%;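 also: 0% = vehicle wells of infected cells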
MOR-DOR inv ag: inverse agonist of human OPRM1-OPRD1 heterodimerization; P35372+P41143; cell-based MOR-DOR heterodimer luminescence, inverse agonism; inhibition, % at 9.3 µM; hit rate 0.21% among 340,000; in the data active = inhibition above about 22%, passing the limit was not always enough;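 also: 0% = cells with DMSO and 100% = wells without cells with DMSO; values of inactives mirror those of a sister screen read the other way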
Ecoli viability: counter-screen for AddAB inhibitors: E. coli growth inhibition; E. coli V3065 growth, OD600 absorbance, 18 h; inhibition, % at 11.9 µM; hit rate 0.27% among 330,000; AID 449728;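 active = inhibition above the campaign's mean inhibition across all tested compounds plus 3 SD, cut at about 9.9% in these data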;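 also: uninfected addAB+ strain grown without phage in ampicillin broth; 0% = DMSO wells and 100% = ciprofloxacin 0.95 µg/ml wells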
Arrestin-AP2 inh: blocks beta-arrestin peptide binding to AP2 adaptin | FITC-arrestin peptide / GST-AP2 beads, flow cytometry; AP2 beta2 appendage carries R879A mutation | inhibition, % at 10 µM | hit rate 0.31% among 340,000 | AID 504490;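 active = inhibition above a set limit, near 3 SD of compounds lacking own fluorescence, cut at about 54% in these data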;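 also: plate controls were DMSO wells for no effect and 5 µM unlabelled arrestin peptide for full effect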
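System: GST-AP2 R879A glutathione beads | Also added: FITC-arrestin peptide, 50 nM | Times: 12 min plus 1 h, RT | Signal: Bead flow cytometry, FITC channel | Buffer or medium: PBS with 0.05% Tween 20 and 0.1% BSA | Read-out basis: Percent drop in bead-associated FITC signal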
Tat export inh: inhibitors of E. coli Tat protein transport. hit rate 0.036% among 340,000. AID 488895. E. coli MC4100 TorA-mCherry Tat export, fluorescence. inhibition, % at 10 µM;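 active = mean replicate inhibition at least 50% and at least half of replicates individually reaching 50%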;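 also: exported cargo escapes ClpAP degradation while cytoplasmic cargo is degraded and loses fluorescence; 0% = median of neutral control wells and 100% = median of NaSCN control wells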
* marks the source's active call; other numbers are inactive results; i = inactive; x = not tested or not shown.

Under each structure: MOR-DOR ag, phage Ecoli inh, Ecoli viability, Tat export inh, AddAB inh, Arrestin-AP2 inh, MOR-DOR inv ag, PKA-R1A act, Pemphigus Ab inh, SUMO Mot1 rescue, PfHsp90 set2
- CCCn1ncc(CN2CCC(C(=O)Nc3cccc(-c4cccc(F)c4)c3)CC2)c1C
 : 1.7, 0.7, -0.9, 1, 3.2, 10, -10, 4, 128, 9, 16
- CCCNC1=C(N(C(C)=O)c2cccc(F)c2)C(=O)c2ccccc2C1=O
 : 7.2, 1.3, 1.7, -9, 0.6, -15, -35, -4, 96, -3, -2
- Cc1cccc(OCC(=O)NCCCNC(=O)c2ccco2)c1
 : -3.4, 2.3, -2.6, -6, 2.9, 8, 18, 5, 109, 12, 1
- COn1c(SC(C)C)nc2ccccc2c1=O
 : 0.3, 0.9, -1.0, 3, 1.6, 30, -2, -8, x, -2, -22
- CCOc1cc(C2c3c(-c4ccccc4)n[nH]c3C(=O)N2c2ccc(C(=O)O)cc2)ccc1O (stereo unspecified)
 : -0.7, 1.9, -0.2, 3, -1.0, -3, 3, 4, 107, x, -6
- Cc1cc(C)cc(NC(=S)NCc2ccc(S(N)(=O)=O)cc2)c1
 : -3.0, 1.9, -2.4, -2, -0.3, 2, 15, 3, 104, 7, -44
- C=CCNC(=O)c1ccc(-c2nc(-c3ccccc3)cs2)cc1
 : -1.2, 1.7, -1.4, -2, 1.2, -5, 6, -7, x, 1, x
- Cn1c(=O)c2c(nc(SCCN3CCCCC3)n2Cc2ccc(Cl)cc2)n(C)c1=O
 : 2.0, 2.7, -2.4, 10, 2.4, -4, -12, 12, 113, -13, 5
- COc1ccc(-c2cc(C(=O)N/N=C(\C)c3cccnc3)c3ccccc3n2)cc1
 : -0.2, 1.1, x, 3, x, -1, 1, -1, 106, -3, -12
- CCC(C)c1ccc(OCc2ccc(C(=O)O)o2)cc1 (stereo unspecified)
 : -4.1, 0.8, -1.2, 19, 0.7, 10, 21, -6, 96, 5, 7
- COCc1cc(C)nc(SCC(=O)Nc2ccc(N3CCOCC3)cc2)c1C#N
 : -1.8, 0.3, 1.8, -9, 3.5, -4, 10, 0, 121, -4, -24
- Cc1coc2cc3oc(=O)c(CCC(=O)N4C[C@H]5C[C@@H](C4)c4cccc(=O)n4C5)c(C)c3cc12
 : -2.0, 1.7, 0.5, 3, 2.9, 1, 10, -8, x, 5, -1
- CC(NC(=O)c1cccc(S(=O)(=O)N2CCCCCC2)c1)c1ccccc1 (stereo unspecified)
 : -0.8, 3.2, 2.1, -2, 0.9, -6, 3, 0, 101, x, 47
- Nc1nc(SCc2ccc(Cl)cc2Cl)c2ncn(C3OC(CO)C(O)C3O)c2n1 (stereo unspecified)
 : -4.8, 3.7, x, 3, x, -14, 23, -2, 110, x, -7
- Cc1nc2sc(C(c3ccc(Cl)cc3)N3CCN(C(=O)c4ccco4)CC3)c(O)n2n1 (stereo unspecified)
 : -0.9, 1.4, -3.2, 4, 0.3, -9, 5, 0, 94, -2, 11
- COc1ccc(S(=O)(=O)Nc2cccc3c2O[C@H](CN(C)C(=O)Nc2ccccc2)[C@@H](C)CN([C@H](C)CO)C3=O)cc1
 : -2.7, 2.2, -0.2, 6, 2.9, -7, 13, 4, 89, x, -4
- CC(C)(C)c1ccc(C(=O)OC/C(O)=C(\C#N)c2nc3ccccc3s2)cc1
 : 0.1, 1.1, 1.0, -5, 1.7, -2, -1, 4, x, -14, -58
- CC(C)C(NC(=O)CN1C(=O)c2ccccc2S1(=O)=O)C(C)C
 : -0.8, 3.8, -0.3, 1, 2.6, 7, 4, 10, 108, 12, -1
- CCOC(=O)C1=C(C)NC(C)=C(C(=O)OCC)C1C(=O)OCC(=O)NCc1ccccc1OC
 : -1.9, -1.0, -1.6, 4, -1.6, 5, 10, -10, 92, 2, x
- O=C(CCCSc1ccc(Cl)cc1)Nc1ccccc1O
 : 4.9, x, -1.9, 12, -1.8, -4, -37, -6, x, 5, -3

An excerpt from above in order of SMILES length, ascending.
Under each structure: MOR-DOR ag, phage Ecoli inh, Ecoli viability, Tat export inh, AddAB inh, Arrestin-AP2 inh, MOR-DOR inv ag, PKA-R1A act, Pemphigus Ab inh, SUMO Mot1 rescue, PfHsp90 set2
- O=C(CCCSc1ccc(Cl)cc1)Nc1ccccc1O
 : 4.9, x, -1.9, 12, -1.8, -4, -37, -6, x, 5, -3
- Cc1cccc(OCC(=O)NCCCNC(=O)c2ccco2)c1
 : -3.4, 2.3, -2.6, -6, 2.9, 8, 18, 5, 109, 12, 1
- C=CCNC(=O)c1ccc(-c2nc(-c3ccccc3)cs2)cc1
 : -1.2, 1.7, -1.4, -2, 1.2, -5, 6, -7, x, 1, x
- Cc1cc(C)cc(NC(=S)NCc2ccc(S(N)(=O)=O)cc2)c1
 : -3.0, 1.9, -2.4, -2, -0.3, 2, 15, 3, 104, 7, -44
- CC(C)C(NC(=O)CN1C(=O)c2ccccc2S1(=O)=O)C(C)C
 : -0.8, 3.8, -0.3, 1, 2.6, 7, 4, 10, 108, 12, -1
- COCc1cc(C)nc(SCC(=O)Nc2ccc(N3CCOCC3)cc2)c1C#N
 : -1.8, 0.3, 1.8, -9, 3.5, -4, 10, 0, 121, -4, -24
- CC(NC(=O)c1cccc(S(=O)(=O)N2CCCCCC2)c1)c1ccccc1 (stereo unspecified)
 : -0.8, 3.2, 2.1, -2, 0.9, -6, 3, 0, 101, x, 47
- Nc1nc(SCc2ccc(Cl)cc2Cl)c2ncn(C3OC(CO)C(O)C3O)c2n1 (stereo unspecified)
 : -4.8, 3.7, x, 3, x, -14, 23, -2, 110, x, -7
- CCOC(=O)C1=C(C)NC(C)=C(C(=O)OCC)C1C(=O)OCC(=O)NCc1ccccc1OC
 : -1.9, -1.0, -1.6, 4, -1.6, 5, 10, -10, 92, 2, x
- COc1ccc(S(=O)(=O)Nc2cccc3c2O[C@H](CN(C)C(=O)Nc2ccccc2)[C@@H](C)CN([C@H](C)CO)C3=O)cc1
 : -2.7, 2.2, -0.2, 6, 2.9, -7, 13, 4, 89, x, -4

Back to the main list, starting 2 compounds before the break.
Under each structure: MOR-DOR ag, phage Ecoli inh, Ecoli viability, Tat export inh, AddAB inh, Arrestin-AP2 inh, MOR-DOR inv ag, PKA-R1A act, Pemphigus Ab inh, SUMO Mot1 rescue, PfHsp90 set2
- CCOC(=O)C1=C(C)NC(C)=C(C(=O)OCC)C1C(=O)OCC(=O)NCc1ccccc1OC
 : -1.9, -1.0, -1.6, 4, -1.6, 5, 10, -10, 92, 2, x
- O=C(CCCSc1ccc(Cl)cc1)Nc1ccccc1O
 : 4.9, x, -1.9, 12, -1.8, -4, -37, -6, x, 5, -3
- NC(=S)Cc1ccc(Cl)cc1Cl
 : -2.7, 4.7, 2.5, -4, 1.3, 22, 14, -2, 110, 107, -2
- C=CCN(C(=O)c1csnn1)C(C(=O)NC1CCCC1)c1ccc(F)cc1 (stereo unspecified)
 : -0.4, 1.1, 0.7, 19, -1.1, -10, 3, 7, x, -5, 18
- Oc1ccccc1/C=N/Nc1ccccc1
 : -1.1, 6.2, 1.4, 10, 4.0, 10, 6, 9, 101, 209, 17
- c1ccc(-c2nc(NC3CC3)nc(-n3ccnc3)n2)cc1
 : -3.0, 2.1, -1.2, 12, 1.8, -1, 14, 10, 97, i, -21

Source: PubChem BioAssay
